# C diff HTS: blocks growth of Clostridium difficile | 86,000 compounds, 0.25% hits | AID 1259249 | Clostridium difficile clinical isolate growth, OD600, 24 h; active compounds read low | growth activity, negative = inhibition, % at 16 µg/mL (by protocol);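 active means mean growth activity at or below -80% and every replicate also at or below -80%; inconclusive means mean at or below -80% but some replicate above -80%; inactive means mean growth activity above -80%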;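 further: 0% = DMSO wells and -100% = levofloxacin 16 µg/mL wells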
# Tcruzi prolif: inhibitors of T. cruzi proliferation; inhibition, % at 8.34 µM; AID 624255; 77,000 compounds, 5.9% hits; T. cruzi beta-gal in NIH3T3, GalScreen luminescence, 90 h;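 active means mean inhibition above about 93%, with at least 55% of replicates each passing it, limit read from the data, passing the limit was not always enough; inconclusive means only one of those two conditions holds; inactive means neither condition holds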
# Pf Dd2 growth: P. falciparum Dd2 growth inhibition | activity change, % at 10 µM | 94,000 compounds, 2.3% hits | SYBR Green, 72 h; active compounds read low; in the data active means activity change below about -80%; inconclusive means no clear call, values can overlap the other calls
# GASC1 inh: blocks human GASC-1 (KDM4C) demethylase activity. GST-KDM4C 2-372, H3K9me3 peptide, LANCE TR-FRET. inhibition, % at 12.5 µM. AID 720574. 96,000 compounds, 0.15% hits. Q9H3R0;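 active means mean replicate inhibition above about 25%, with at least 55% of replicates also reaching it, limit read from the data, passing the limit was not always enough; inconclusive means only one of those two conditions met; inactive means neither condition met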
# Target sequence (Q9H3R0 2-372 limits assumed): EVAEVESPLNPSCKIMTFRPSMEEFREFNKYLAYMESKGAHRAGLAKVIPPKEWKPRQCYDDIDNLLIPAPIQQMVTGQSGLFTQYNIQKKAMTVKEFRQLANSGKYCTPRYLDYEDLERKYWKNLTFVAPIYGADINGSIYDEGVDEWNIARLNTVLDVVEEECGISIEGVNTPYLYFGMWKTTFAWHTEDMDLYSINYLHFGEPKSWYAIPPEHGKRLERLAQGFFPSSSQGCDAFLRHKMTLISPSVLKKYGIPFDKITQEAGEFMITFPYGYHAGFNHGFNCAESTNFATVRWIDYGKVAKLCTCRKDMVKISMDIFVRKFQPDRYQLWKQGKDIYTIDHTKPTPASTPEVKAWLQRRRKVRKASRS
#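 System: N-terminal GST-fused human GASC-1 (KDM4C) fragment, residues 2-372 / Amount: 10 nM GST-KDM4C in enzyme reaction / Also added: H3K9me3 peptide with Fe(II)/2OG / Times: 30 min demethylation and 1 h detection at room temperature / Signal: LANCE TR-FRET / Read-out basis: Fall in 671/618 emission ratio as inhibition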
# An asterisk follows results filed as active; ? = inconclusive; · = not tested or not shown; & = joins results of further samples.
SMILES,C diff HTS,Tcruzi prolif,Pf Dd2 growth,GASC1 inh
C[C@H](CO)N1C[C@H](C)[C@@H](CN(C)Cc2ccc(C(=O)Nc3ccccc3N)cc2)Oc2ccc(NS(=O)(=O)c3cccs3)cc2C1=O,·,117,-49,-0.4
CC(C)C#Cc1ccc2c(c1)O[C@H](CN(C)Cc1ccncc1)[C@H](C)CN([C@@H](C)CO)S2(=O)=O,-9,105*,-35,1.6
CC(C)NC(=O)Nc1cccc2c1O[C@H](CN(C)C)[C@H](C)CN([C@H](C)CO)C2=O,3,-38,-21,-1.8
COc1ccc(S(=O)(=O)NC[C@@H]2CC[C@@H]3[C@@H](CN3Cc3cc(F)ccc3F)O2)cc1,-8,·,-43,·
CC(=O)N(C)C[C@H]1Oc2cc(C#Cc3ccc(F)cc3)ccc2S(=O)(=O)N([C@@H](C)CO)C[C@H]1C,-1,63,-5,-0.9
Cc1noc(C)c1NC(=O)N(C)C[C@H]1Oc2c(NS(=O)(=O)c3ccc(Cl)cc3)cccc2C(=O)N([C@H](C)CO)C[C@@H]1C,-1,65,-28,0.6
O=C(NCC[C@@H]1CC[C@H](NS(=O)(=O)c2cccc(Cl)c2)[C@@H](CO)O1)c1cnccn1,-1,-7,5,-1.0
COc1cccc(NC(=O)N2CC(=O)N3[C@H](CO)[C@@H](c4ccc(C#CC5CCCC5)cc4)[C@@H]3C2)c1,51,·,-50,0.1
CO[C@@H]1CN(C)C(=O)c2cc(NC(=O)CC(F)(F)F)ccc2OC[C@H](C)N(C(=O)C2CCOCC2)C[C@H]1C,0,·,34,0.2
CO[C@@H]1CN(C)C(=O)c2cc(NC(=O)c3ccc4c(c3)OCO4)ccc2OC[C@H](C)N(CCC(F)(F)F)C[C@@H]1C,·,·,3,1.1
Cc1noc(C)c1NC(=O)N(C)C[C@H]1Oc2ccc(NS(=O)(=O)c3cccs3)cc2CC(=O)N([C@@H](C)CO)C[C@H]1C,1,-15,18,-0.5
CN1c2ccc(C#Cc3cccnc3)cc2[C@@H]2[C@@H](CCN2C(=O)C2CCC2)[C@H]1CO,-15,·,-67,-1.4
CCCC(=O)Nc1ccc2c(c1)OC[C@H](C)N(C(=O)C1CCCC1)C[C@H](C)[C@H](OC)CN(C)C2=O,·,0,-26,0.1
CC(C)CC#Cc1ccc([C@@H]2[C@H]3CN(S(=O)(=O)c4ccccc4)CC(=O)N3[C@H]2CO)cc1,4,·,-39,-1.0
COc1cccc(S(=O)(=O)N(C)C[C@@H]2OCc3cn(nn3)CCCC(=O)N([C@@H](C)CO)C[C@H]2C)c1,-1&-1,?,5&9,-0.1
Cc1noc(C)c1NC(=O)N[C@@H]1CC[C@@H](CC(=O)Nc2ccc(-c3ccccc3)cc2)O[C@@H]1CO,·,-3,-25,-0.1
O=C(N[C@H]1C=C[C@@H](CC(=O)N2CCC(Cc3ccccc3)CC2)O[C@H]1CO)c1cnccn1,1,48,-40,2.7
O=C(C[C@@H]1CC[C@@H]2[C@H](COC[C@@H](O)CN2Cc2cc(F)ccc2F)O1)NCc1ccc(Oc2ccccc2)cc1,43&8,·,-44,-1.8
C[C@@H]1CN([C@@H](C)CO)C(=O)c2cc(NC(=O)c3ccccc3)ccc2O[C@@H](C)CCCCO[C@@H]1CN(C)C(=O)C1CCCCC1,-5,-17,-71,0.1
CCCNC(=O)N1[C@@H](CO)[C@@H]2c3ccccc3N(C(=O)Nc3ccccc3)C[C@@H]21,-5,-4,-13,1.9
O=C(C1CCC1)N1CC2(C1)[C@H](c1ccccc1)[C@@H](CO)N2C(=O)c1cccnc1,-4,·,32,-0.4
Cc1noc(C)c1NC(=O)Nc1ccc2c(c1)C(=O)N([C@H](C)CO)C[C@@H](C)[C@@H](CN(C)Cc1ccc3c(c1)OCO3)OCCCC[C@@H](C)O2,4,-101,-37,-2.4
O=C(NC[C@H]1CC[C@H]2[C@H](CN2S(=O)(=O)c2ccccc2)O1)NC1CCCCC1,-1,·,8,·
C[C@@H]1CN([C@@H](C)CO)C(=O)Cc2cc(NC(=O)Nc3ccc(F)cc3)ccc2O[C@H]1CN(C)C(=O)Nc1ccc(C(F)(F)F)cc1,-4,28,-23,-0.5
O=C(C[C@@H]1CC[C@H]2[C@@H](COC[C@H](O)CN2Cc2ccc3c(c2)OCO3)O1)N1CCOCC1,·,-7,6,0.8
C[C@H](CO)N1C[C@H](C)[C@@H](CN(C)C(=O)Nc2ccc(C(F)(F)F)cc2)OCCCC[C@H](C)Oc2ccc(NC(=O)Nc3ccc(F)cc3)cc2C1=O,2,119*,-38,-3.4
O=C(NC1Cc2ccccc2C1)[C@@H]1[C@@H](CO)[C@@H]2Cn3c(cccc3=O)[C@@H]2N1C(=O)C1CCC1,0,-7,15,-0.5
C[C@@H]1CN([C@@H](C)CO)S(=O)(=O)c2ccc(-c3cccnc3)cc2O[C@@H]1CN(C)Cc1ccccn1,2,22,1,0.5
COc1ccc(CN(C)C[C@H]2Oc3ccc(NC(=O)Nc4ccc5c(c4)OCO5)cc3CC(=O)N([C@@H](C)CO)C[C@H]2C)cc1,-1,31,0,-1.5
C[C@@H]1CN([C@H](C)CO)C(=O)c2cc(NS(C)(=O)=O)ccc2O[C@@H](C)CCCCO[C@@H]1CN(C)S(C)(=O)=O,-2,-58,36,1.2
CN(C)C(=O)[C@H]1[C@H](CO)[C@H]2Cn3c(ccc(/C=C/c4ccccc4)c3=O)[C@H]2N1CC1CC1,2,·,13,0.1
C[C@H](CO)N1C[C@H](C)[C@@H](CN(C)C(=O)CC2CC2)Oc2cc(C#CC3CC3)ccc2S1(=O)=O,10,78,-23,0.0
C[C@H](CO)N1C[C@H](C)[C@@H](CN(C)C(=O)Nc2cccc3ccccc23)Oc2ccc(NS(=O)(=O)c3cn(C)cn3)cc2CC1=O,-3,-15,16,0.4
C[C@H]1CN([C@@H](C)CO)C(=O)c2cc(C#Cc3cccnc3)cnc2O[C@@H]1CN(C)Cc1ccncc1,7,26,-62,-0.3
O=C(Cc1ccccn1)N1CC(=O)N2[C@@H](CO)[C@@H](c3ccc(-c4ccccc4)cc3)[C@@H]2C1,-6,·,-46,-1.8
Cc1noc(C)c1S(=O)(=O)Nc1ccc2c(c1)C(=O)N([C@@H](C)CO)C[C@H](C)[C@@H](CN(C)C(=O)NC(C)C)O2,-1,5,12,9.7

# Random excerpt: seven compounds from above
SMILES,C diff HTS,Tcruzi prolif,Pf Dd2 growth,GASC1 inh
O=C(NC1Cc2ccccc2C1)[C@@H]1[C@@H](CO)[C@@H]2Cn3c(cccc3=O)[C@@H]2N1C(=O)C1CCC1,0,-7,15,-0.5
COc1cccc(S(=O)(=O)N(C)C[C@@H]2OCc3cn(nn3)CCCC(=O)N([C@@H](C)CO)C[C@H]2C)c1,-1&-1,?,5&9,-0.1
C[C@H]1CN([C@@H](C)CO)C(=O)c2cc(C#Cc3cccnc3)cnc2O[C@@H]1CN(C)Cc1ccncc1,7,26,-62,-0.3
C[C@@H]1CN([C@H](C)CO)C(=O)c2cc(NS(C)(=O)=O)ccc2O[C@@H](C)CCCCO[C@@H]1CN(C)S(C)(=O)=O,-2,-58,36,1.2
COc1ccc(S(=O)(=O)NC[C@@H]2CC[C@@H]3[C@@H](CN3Cc3cc(F)ccc3F)O2)cc1,-8,·,-43,·
CN(C)C(=O)[C@H]1[C@H](CO)[C@H]2Cn3c(ccc(/C=C/c4ccccc4)c3=O)[C@H]2N1CC1CC1,2,·,13,0.1
Cc1noc(C)c1NC(=O)Nc1ccc2c(c1)C(=O)N([C@H](C)CO)C[C@@H](C)[C@@H](CN(C)Cc1ccc3c(c1)OCO3)OCCCC[C@@H](C)O2,4,-101,-37,-2.4

# Carrying on:
SMILES,C diff HTS,Tcruzi prolif,Pf Dd2 growth,GASC1 inh
O=C(C[C@@H]1C=C[C@@H](NC(=O)Nc2ccc(C(F)(F)F)cc2)[C@@H](CO)O1)NCc1ccccn1,-4,14,-12,-2.0
CC(C)C(=O)Nc1ccc2c(c1)C(=O)N(C)[C@@H]1CC[C@@H](CC(=O)NCc3ccccc3)O[C@@H]1CO2,1,34,8,-1.0
C[C@H]1CN([C@@H](C)CO)C(=O)Cc2cc(NS(=O)(=O)c3cn(C)cn3)ccc2O[C@H]1CN(C)Cc1ccc2c(c1)OCO2,-5,2,23,-1.1
COCCNC(=O)C[C@@H]1CC[C@@H]2[C@H](COC[C@@H](O)CN2Cc2cccc(-c3ccncc3)c2)O1,16&0,55,-1,2.9
O=C(NC1CCC1)[C@H]1[C@H](CO)[C@H]2Cn3c(cccc3=O)[C@@H]1N2Cc1cc(F)ccc1F,·,-37,·,1.3
C[C@@H]1CN([C@H](C)CO)S(=O)(=O)c2ccc(-c3ccncc3)cc2O[C@@H]1CN(C)S(C)(=O)=O,-1,48,20,-0.7
CCCNC(=O)Nc1ccc2c(c1)C(=O)N(C)C[C@@H](OC)[C@H](C)CN(Cc1cncnc1)[C@H](C)CO2,-1,-21,16,-0.1
C/C=C/c1ccc([C@@H]2[C@@H](CO)N3CCCCN(CCC(F)(F)F)C[C@@H]23)cc1,-6,71,-9,2.0
C[C@@H]1CN([C@@H](C)CO)C(=O)c2cccc(NS(=O)(=O)c3ccccc3)c2O[C@@H]1CN(C)S(=O)(=O)c1cccs1,-8,73,-37,-3.9
CNC[C@H]1OCCCC[C@H](C)Oc2ccc(NC(=O)CCC(F)(F)F)cc2C(=O)N([C@H](C)CO)C[C@@H]1C,-4,7,-5,3.8
COc1ccc2c3c(n(C)c2c1)[C@@H](CO)N(Cc1ccc(F)cc1)CC31CN(CC2CCOCC2)C1,0,·,-34,0.1
C[C@@H]1CCCCO[C@H](CN(C)C(=O)c2ccccc2)[C@H](C)CN([C@@H](C)CO)C(=O)c2cc(NS(=O)(=O)c3ccccc3)ccc2O1,·,0,60,-0.7
COc1ccc(S(=O)(=O)Nc2cccc3c2O[C@H](CN(C)Cc2ccc4c(c2)OCO4)[C@H](C)CN([C@@H](C)CO)C3=O)cc1,0,40,5,-0.7
C[C@H]1CN([C@@H](C)CO)C(=O)c2cc(-c3ccc(F)cc3)cnc2O[C@@H]1CN(C)Cc1cncnc1,1,11,3,0.4
CO[C@H]1CN(C)C(=O)c2ccc(NC(=O)C3CCC3)cc2OC[C@H](C)N(Cc2cccnc2)C[C@@H]1C,·,62,·,1.0
C/C=C/c1ccc2c(c1)O[C@H](CN(C)C(=O)Nc1ccccc1)[C@H](C)CN([C@@H](C)CO)S2(=O)=O,-4,45,11,-0.5
Cc1ccc(S(=O)(=O)N2[C@@H]3CNC[C@H]2C3c2ccc(/C=C/c3ccccc3)cc2)cc1 (stereo partly specified),53&-13,·,-47&0,3.8&-0.1
CNC[C@@H]1Oc2cc(-c3cccnc3)ccc2S(=O)(=O)N([C@H](C)CO)C[C@H]1C,1,·,-31,-2.3
C[C@@H]1CCCCO[C@@H](CN(C)S(=O)(=O)c2ccc(F)cc2)[C@H](C)CN([C@@H](C)CO)C(=O)c2cc(NC(=O)Nc3ccc4c(c3)OCO4)ccc2O1,9,24,-19,0.2
C[C@@H]1CCCCO[C@@H](CN(C)S(=O)(=O)c2cn(C)cn2)[C@@H](C)CN([C@H](C)CO)C(=O)c2cc(NC(=O)CCCN(C)C)ccc2O1,-14,-28,52,2.9
CO[C@@H]1CN(C)C(=O)c2ccc(NC(=O)C3CC3)cc2OC[C@H](C)N(C(=O)c2ccccn2)C[C@@H]1C,·,-8,21,2.0
COCCNC(=O)C[C@H]1CC[C@@H]2[C@H](COC[C@@H](O)CN2C(=O)Nc2ccccc2OC)O1,-2&-5,·,10,-0.4
CC(C)NC(=O)N(C)C[C@@H]1Oc2c(NS(=O)(=O)c3cn(C)cn3)cccc2C(=O)N([C@@H](C)CO)C[C@@H]1C,-3,28,12,0.2
C[C@@H](NC(=O)C[C@H]1CC[C@@H]2[C@H](COC[C@@H](O)CN2C(=O)Nc2ccccc2)O1)c1ccccc1,·,-12,-6,-1.8
CN1CCN(C(=O)c2cc3c(c(-c4cccc(-c5cccc(F)c5)c4)n2)[C@@H](CCO)N(S(=O)C(C)(C)C)C3)CC1 (stereo partly specified),·,29,-19,0.4
Cc1ccc(S(=O)(=O)N(C)C[C@H]2OCCCC[C@@H](C)Oc3ccc(NC(=O)CCCN(C)C)cc3C(=O)N([C@H](C)CO)C[C@@H]2C)cc1,·,20,-12,1.1
C[C@H]1CN([C@@H](C)CO)C(=O)Cc2cc(NS(=O)(=O)c3ccccc3)ccc2O[C@@H]1CN(C)Cc1ccc(C(=O)Nc2ccccc2N)cc1,-1,22,-81*,-5.0
C[C@@H]1CCCCO[C@H](CN(C)S(C)(=O)=O)[C@@H](C)CN([C@@H](C)CO)C(=O)c2cc(NC(=O)NC3CCCCC3)ccc2O1,-1,-23,15,3.0
CN1C(=O)c2cc(NC(=O)C3CCCCC3)ccc2OC[C@@H]2O[C@H](CC(=O)NC3CCCC3)CC[C@@H]21,-2,13,4,-0.6
C[C@H](CO)N1C[C@H](C)[C@H](CN(C)Cc2ccc(Cl)c(Cl)c2)Oc2c(NC(=O)c3ccc(-c4nccs4)cc3)cccc2C1=O,13,98,-57,-5.7
